# Source: PubChem BioAssay (National Center for Advancing Translational Sciences (NCATS))
# Shiga inhibitor: Shiga toxin inhibition; inhibition, % at 38.7 µM; Vero cells, Shiga toxin protein synthesis inhibition reporter; 290,000 tested, 9.2% active; in the data active = inhibition mostly above about 28%, no sharp cut-off; inactive = mostly below about 43%; note: 0% is about no effect
# LmPK inhibitor: LmPK (Leishmania mexicana) enzyme inhibition; purified LmPK, Kinase-Glo ATP luminescence, 1 h; Potency, µM (series often up to 57.5 µM), for the others: at the top dose activity change, negative = inhibition, actives largely listed as inhibitors; Q27686; AID 1721; 290,000 tested, 0.37% active; note: potency is the fitted concentration of half-maximal effect; % is set by controls: 0 for no effect and ±100 for the full control effect
# Target sequence (Q27686 whole entry, looked up): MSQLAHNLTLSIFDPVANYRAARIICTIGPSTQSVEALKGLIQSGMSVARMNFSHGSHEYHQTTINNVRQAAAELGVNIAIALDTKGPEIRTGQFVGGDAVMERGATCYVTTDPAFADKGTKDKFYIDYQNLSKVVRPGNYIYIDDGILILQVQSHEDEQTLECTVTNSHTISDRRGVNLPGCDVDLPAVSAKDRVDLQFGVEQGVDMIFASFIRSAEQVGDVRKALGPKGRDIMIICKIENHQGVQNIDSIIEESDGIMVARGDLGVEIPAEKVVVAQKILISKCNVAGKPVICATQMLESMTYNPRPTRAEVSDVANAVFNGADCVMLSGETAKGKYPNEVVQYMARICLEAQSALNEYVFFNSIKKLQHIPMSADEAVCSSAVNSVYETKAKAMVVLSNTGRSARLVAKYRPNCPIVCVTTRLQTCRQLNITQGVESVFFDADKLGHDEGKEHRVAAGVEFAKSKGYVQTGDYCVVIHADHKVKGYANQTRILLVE
#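 Kinase-Glo luminescence read after 1 h RT reaction of 0.1 nM LmPK with 0.5 mM PEP and 0.1 mM ADP. Activity scaled between uninhibited and enzyme-free controls.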
# CHX counter: counter-screen for Shiga toxin inhibitors: cycloheximide protein synthesis inhibition; AID 2314; 300,000 tested, 12% active; max response, %; cell reporter, cycloheximide protein synthesis inhibition counterscreen; in the data active = max response mostly above about 13%, no sharp cut-off; inactive = mostly below about 14%; note: read at 38.3 µM for the half of the compounds with a filed dose; 0% is about no effect
# TbPYK inhibitor: inhibitors of Trypanosoma brucei pyruvate kinase; 410,000 tested, 0.12% active; TbPYK enzyme, Kinase-Glo Plus ATP luminescence, 45 min; Potency, µM (top dose mostly 76.8 µM), without a hit: at the highest dose activity, negative = inhibition, usual class: inhibitors; note: potency is the fitted concentration of half-maximal effect; % is set by controls: 0 for no effect and ±100 for the full control effect; nearly all actives have a fitted effect of over 50% in size
#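 Enzyme and substrate buffer are dispensed first and compound is pin-transferred. ADP at 130 uM final then starts the reaction, which runs 45 min at room temperature. Detection reagent is added for 10 min before luminescence is imaged.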
# AMA1-RON2 inh: AMA1-RON2 (P. falciparum) interaction inhibition; Potency, µM (series often up to 58.2 µM), for inactives: at the highest dose activity change, negative = inhibition, actives largely listed as inhibitors; 360,000 tested, 0.2% active; AlphaScreen AMA1-biotinylated RON2 peptide binding;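 note: potency is the fitted concentration of half-maximal effect; 0% = vehicle wells and -100% = peptide control; nearly all actives have a fitted effect of over 45% in size; some results filed as inactive show a strong effect at the top dose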
#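 AMA1 (3D7) with his tag at 25 nM final met compounds first, then biotinylated RON2 peptide at 25 nM; detection used donor plus acceptor beads, 10 µg/mL apiece, read by AlphaScreen after 30 min at room temperature.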
# Pf growth 96h: P. falciparum growth inhibition at 96 hours; P. falciparum luciferase reporter growth, 96 h; Potency, µM (doses to about 28.7 µM), without a hit: at the highest dose activity change, negative = inhibition, most hits filed as inhibitors; 320,000 tested, 6.9% active; AID 504834; note: potency is the fitted concentration of half-maximal effect; % is set by controls: 0 for no effect and ±100 for the full control effect
#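 Readout is luminescence from an integrated firefly luciferase in P. falciparum. Red cells, 2% hematocrit and 0.05% parasitemia final, were cultured with compound through two parasite generations (96 hours) at 37 C, 5% CO2.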
# Pf growth 48h: inhibits P. falciparum growth in the first generation, 48 h | P. falciparum luciferase growth in erythrocytes, 48 h | Potency, µM (doses to about 28.7 µM), without a hit: top-dose activity change, negative = inhibition, most hits filed as inhibitors | 310,000 tested, 5.9% active; note: potency is the fitted concentration of half-maximal effect; % is set by controls: 0 for no effect and ±100 for the full control effect
#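 Here the parasites carry a stable luciferase gene and grow inside erythrocytes in Albumax-based RPMI medium with compound for one erythrocytic cycle. Activity is scored as loss of luminescent signal.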
# The depositor's hits bear a star; ? = inconclusive; · = no result given; [ ] = dose if it differs, or a comment. Unless noted, calls come from the whole dose curve; as a rule, active = well fitted curve in the direction sought with a large enough effect; inconclusive = small, poorly fitted or top-dose-only effect, or another doubt; inactive = no such curve, though single readings can be large; an effect the other way counts as inactive or inconclusive.
SMILES,Shiga inhibitor,LmPK inhibitor,CHX counter,TbPYK inhibitor,AMA1-RON2 inh,Pf growth 96h,Pf growth 48h
Clc1ccsc1-c1ccnc(-n2cccc2)n1,52*,1%,22*,8%,46%[activator],23%,19%
CCn1c(CCCOc2ccc(Cl)cc2Cl)nnc1SCC(=O)Nc1cc(F)ccc1C,15,3%,9,-4%,6%[11.6 µM],13%,?
CCCCN(C(=O)CSc1nnnn1C)c1c(N)n(Cc2ccccc2)c(=O)[nH]c1=O,7,0%,-7,0%,-10%,0%,81%[activator]
COCCn1c(Cc2ccccc2)nnc1SCC(=O)NC(C)C,24,0%,-5,-3%,11%,9%,1%
O=C(NCc1ccccc1)Nc1cccc2ccccc12,14,-11%,6,-1%,-2%,104%[activator],?
CCOC(=O)c1ccc(NC(=O)Nc2ccc(F)cc2)cc1,30,-2%,21*,4%,54%[activator],13µM*,·
Cc1cc(C)c2c(=O)[nH]c(SCC(=O)Nc3ccccc3)nc2n1,-3,14%,-2,1%,-30%,·,·
CC1CCCC(C)N1/N=C/c1ccccc1Br (centres undefined),1,1%,-6,-10%,-26%,25%,-5%
CCC(=O)Nc1cccc(NC(=S)NC(=O)c2cccc(C)c2)c1,114*,-7%,60*,-12%,60%[activator],145%[activator],180%[activator]
CC(C)CCC1=NN(C(=O)c2ccco2)C(O)(C(F)(F)F)C1 (centres undefined),23,-1%,28,-5%,62%[activator],?,?
Cc1ccc(C(=O)N/C(=C\c2ccc([N+](=O)[O-])cc2)C(=O)NCCc2ccccc2)cc1,-10,-1%,14,-1%,-1%,?,?
CC(=O)Nc1ccc(S(=O)(=O)N2CCC(C(=O)NCc3ccncc3)CC2)cc1,-3,2%,1,-10%,-5%,-5%,7%
CCc1ccccc1NC(=O)CCC(=O)c1cccs1,-25,-9%,-2,-4%,8%,18%,0%
CC(OC(=O)Cn1cnc2ccccc2c1=O)C(=O)NCc1ccccc1 (centres undefined),·,·,·,-2%,1%,20%,?
O=S(=O)(Nc1ccon1)c1ccc(F)c(F)c1,4,0%,-2,0%,8%,?,-6%
Cc1cccc(C(=O)N2CCN=C2SCc2ccc([N+](=O)[O-])cc2)c1,3,0%,17,5%,-2%,29%,33%[activator]
O=C(CCCn1c(=O)[nH]c2cc(Cl)ccc2c1=O)NCC1CCCO1 (centres undefined),6,3%,1,1%,-2%,0%,8%
COc1ccc(OCC(=O)N/N=c2\oc3c(OC)cccc3cc2C(N)=O)cc1,8,3%,-3,4%,-14%,0%,5%
O=C(O)CC(NC(=O)Cc1ccc([N+](=O)[O-])cc1)c1ccc2c(c1)OCO2 (centres undefined),-4,0%,-3,3%,-8%,7%,33%
CNC(=O)c1cc(C(=O)c2ccc(Cl)cc2)c(Br)[nH]1,-12,-3%,-2,8%,0%,30%[activator],1%

# Random excerpt: two entries already listed
SMILES,Shiga inhibitor,LmPK inhibitor,CHX counter,TbPYK inhibitor,AMA1-RON2 inh,Pf growth 96h,Pf growth 48h
Clc1ccsc1-c1ccnc(-n2cccc2)n1,52*,1%,22*,8%,46%[activator],23%,19%
O=C(NCc1ccccc1)Nc1cccc2ccccc12,14,-11%,6,-1%,-2%,104%[activator],?

# Other compounds follow.
SMILES,Shiga inhibitor,LmPK inhibitor,CHX counter,TbPYK inhibitor,AMA1-RON2 inh,Pf growth 96h,Pf growth 48h
Cc1ccc(NC(=O)c2cc(N3C(=O)CCC3=O)ccc2N2CCOCC2)cc1,-3,2%,-2,-18%,-2%,38%[activator],9%
Cc1nn(-c2ccccc2)c2nc(N)c(C#N)c(-c3ccc(C(C)(C)C)cc3)c12,12,7%,-1,-3%,5%,4.7µM*,?
O=C(NCC12CC3CC(CC(C3)C1)C2)c1nn2cccnc2c1Cl,-7,7%,-1,-1%,12%,·,-26%
Cc1onc(-c2ccccc2)c1C(=O)NCCc1ccc(Cl)cc1,-2,4%,-2,-4%,0%,?,-20%
FC(F)(F)c1cc(Sc2ccccc2)nc(-c2ccccn2)n1,4,0%,11,0%,17%,?,-22%
Oc1cccc(NC(=S)Nc2ccc(SC(F)F)cc2)c1,20,0%,21*,-2%,75%[activator],64%[activator],48%[activator]
CCCn1c(-c2ccc(OC)cc2)nc2c(=O)n(C)c(=O)[nH]c21,-18,-3%,-7,-4%,-14%,·,5%
CCOC(=O)C(CCCCP(=O)(c1ccccc1)c1ccccc1)(NC(C)=O)C(=O)OCC,13,-1%,8,1%,-3%,-2%,-10%
Cc1cc(C)c2cc3c(N)c(C(=O)Nc4c(C)[nH]c(=O)[nH]c4=O)sc3nc2c1,-6,1%,15,-5%,44%[activator],-22%,-19%
Cn1c(=O)c2c(nc(-n3ccnc3)n2C)n(C)c1=O,-9,0%,-2,-4%,7%,·,15%
NS(=O)(=O)c1ccc(-c2ccc(C=O)o2)cc1,-10,0%,-2,0%,0%,58%[activator],1%
COc1cccc(NS(=O)(=O)c2cc3c(cc2C)N(C(C)=O)CCO3)c1,-1,-6%,-1,-6%,-9%,?,-13%
Cc1ccc(NS(=O)(=O)c2ccc3c(c2)n(C)c(=O)c(=O)n3C)c(C)c1,-7,-4%,1,0%,17%,23%,?
Cc1ccc(-c2cc(-c3cccc(F)c3)n[nH]2)c(O)c1,76*,0%,31*,2%,80%[activator],·,?
CC(C)c1ccc2[nH]c(O)c(N=NC(=O)c3cccc(S(=O)(=O)Nc4ccccc4Cl)c3)c2c1,2,5%,-2,0%,-5%,-12%,-19%
Cc1ccc(-n2nc(C)c(C(=O)O)n2)c(C)c1,-3,3%,0,2%,-3%,-12%,11%
CCS(=O)(=O)Nc1ccc(C(=O)OC)cc1,-13,6%,-1,2%,7%,-26%,0%
CCOc1ccc2nc(NCCNC(=O)C3CC3)c(C)cc2c1,-18,0%,1,0%,-7%,?,-2%
CCCCNC(=O)/C(C#N)=C/c1ccc2c(c1)OCCO2,50*,2%,47*,-4%,3%[2.32 µM],-18%,-2%
O=C(Nc1ccc(OCC(F)(F)C(F)F)cc1)c1ccncc1,22,-3%,13,0%,2%,2%,15%
CCOc1ccc(Cl)cc1CNCCNCC(C)O (centres undefined),-3,-1%,-3,0%,12%,?,-24%
C[C@H](NC(=O)c1nc[nH]c1C(=O)NCCCCCN)C(=O)OCc1ccccc1,·,·,·,-1%,55%[activator],58%[activator],-27%
O=C(Nc1ccc(S(=O)(=O)Nc2ncccn2)cc1)C1=NN(c2ccccc2)C(=O)CC1,-4,3%,-2,-2%,-13%,-11%,27%
CCN(CC)C(=O)CSc1nc2ccccc2c(=O)n1CCC(=O)NCc1ccc(F)cc1,9,0%,3,·,9%,?,9.3µM*
COc1ccc(-c2cn[nH]c2-c2ccc(O)cc2O)cc1,-28,0%,1,-3%,85%[activator],?,?
CC(=O)c1cc(C(=O)Nc2ccccc2C(=O)O)oc1C,-5,-22%,1,-16%,-1%,-7%,-9%
CCn1cc(C(=O)OCC(=O)c2cc(C)n(-c3ccccc3F)c2C)c(=O)c2ccc(C)nc21,19,1%,9,-17%,-25%,23%,2%
O=C(Nc1ccc2c(c1)OCCO2)c1ccc(S(=O)(=O)N2CCCCC2)cc1,64,0%,33*,-1%,-7%,-9%,?
COc1ccc(NC(=O)c2cccc(Cn3cc(Br)c([N+](=O)[O-])n3)c2)c(C)c1,-21,4%,-2,2%,-4%,-41%,?
Cc1c(NC(=O)CSc2nc3ccccc3[nH]2)c(=O)n(-c2ccccc2)n1C,-3,2%,-3,2%,8%,-3%,5%
Cc1c(C)n(C)c2ccc(C(=O)NCCCN3CCCCC3)cc12,-23,-4%,-1,3%,-4%,?,-9%
CCN(CCO)c1nc(N2CCCCC2)c2cnn(C)c2n1,-5,4%,-4,3%,-6%,?,-7%
Cc1noc(C)c1COC(=O)CCc1nc2ccccc2c(=O)[nH]1,16,-1%,7,-7%,-3%,·,-1%
Cc1cccc(NC(=O)Nc2ccccn2)c1C,47,1%,11,0%,-14%,79%[activator],89%[activator]
CC(C)(C)OC(=O)NCCc1nnc(SCC(N)=O)o1,-7,0%,-7,-42%,5%,10%,8%
CSc1ncccc1C(=O)OCc1ccc(C#N)cc1,-15,5%,-5,3%,13%,10%,·
CCNC(=S)N/N=C/c1ccc(OCC(=O)Nc2ccc(OC)cc2)c(OC)c1,-8,0%,-1,5%,64%[activator],?,-15%
Cc1nc(NC(=O)c2oc3ccccc3c2C)sc1C(=O)N(C)C,52*,-5%,40*,2%,-1%,-25%,274%[activator]

# Copied from the list.
# Pf growth 48h result of Cc1nc(NC(=O)c2oc3ccccc3c2C)sc1C(=O)N(C)C = 274%[activator]
# Pf growth 48h result of CCn1cc(C(=O)OCC(=O)c2cc(C)n(-c3ccccc3F)c2C)c(=O)c2ccc(C)nc21 = 2%

# One compound at a time (already shown). Screens in order: Shiga inhibitor, LmPK inhibitor, CHX counter, TbPYK inhibitor, AMA1-RON2 inh, Pf growth 96h, Pf growth 48h
# Entry for Cc1c(NC(=O)CSc2nc3ccccc3[nH]2)c(=O)n(-c2ccccc2)n1C : -3, 2%, -3, 2%, 8%, -3%, 5%
# Entry for Cc1c(C)n(C)c2ccc(C(=O)NCCCN3CCCCC3)cc12 : -23, -4%, -1, 3%, -4%, ?, -9%
# Entry for C[C@H](NC(=O)c1nc[nH]c1C(=O)NCCCCCN)C(=O)OCc1ccccc1 : ·, ·, ·, -1%, 55%[activator], 58%[activator], -27%
# Entry for Cc1nc(NC(=O)c2oc3ccccc3c2C)sc1C(=O)N(C)C : 52*, -5%, 40*, 2%, -1%, -25%, 274%[activator]
# Entry for Cc1noc(C)c1COC(=O)CCc1nc2ccccc2c(=O)[nH]1 : 16, -1%, 7, -7%, -3%, ·, -1%
